TDP1 cell CPT: growth inhibition of DT40 Tdp1-/-;hTDP1 cells with camptothecin (screen for TDP1 inhibitors). chicken DT40 Tdp1-/-;hTDP1 cells + 20 nM CPT, ATP luminescence, 48 h. Potency, µM (titrated, usually from 46.2 µM), inactives show at the highest dose activity change, negative = growth inhibition, most hits filed as inhibitors. hit rate 12% among 420,000. AID 686979; further: nearly all actives have a fitted effect of over 55% in size
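Chicken DT40 Tdp1-/- cells stably complemented with human TDP1 were seeded at 400 cells/well in medium containing 20 nM camptothecin, exposed to pin-transferred compounds, and grown at 37 °C for at least 48 hr. Viability was read as ATP luminescence.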
DT40 TDP1 no CPT: qHTS for Inhibitors of human tyrosyl-DNA phosphodiesterase 1 (TDP1): qHTS in cells in absence of CPT; Potency, µM (doses to about 46.2 µM), inactives show at the highest dose activity change, negative = growth inhibition, hits mostly inhibitors; DT40 Tdp1-/- hTDP1 cells, no CPT, ATP luminescence, 48 h; hit rate 15% among 420,000; further: nearly all actives have a fitted effect of over 55% in size
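Growth of hTDP1-complemented DT40 Tdp1-knockout cells is measured by ATP luminescence after at least 48 hr compound exposure at 37 °C, with DMSO substituting for the 20 nM CPT used in the parallel screen.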
TDP1 block: blocks human tyrosyl-DNA phosphodiesterase 1; Q9NUW8; recombinant TDP1, AlphaScreen DNA substrate cleavage; Potency, µM (doses to about 130 µM), for inactives: at the top dose activity change, negative = inhibition, actives largely listed as inhibitors; hit rate 0.28% among 350,000; further: nearly all actives have a fitted effect of over 40% in size
Target sequence (Q9NUW8 whole entry, looked up): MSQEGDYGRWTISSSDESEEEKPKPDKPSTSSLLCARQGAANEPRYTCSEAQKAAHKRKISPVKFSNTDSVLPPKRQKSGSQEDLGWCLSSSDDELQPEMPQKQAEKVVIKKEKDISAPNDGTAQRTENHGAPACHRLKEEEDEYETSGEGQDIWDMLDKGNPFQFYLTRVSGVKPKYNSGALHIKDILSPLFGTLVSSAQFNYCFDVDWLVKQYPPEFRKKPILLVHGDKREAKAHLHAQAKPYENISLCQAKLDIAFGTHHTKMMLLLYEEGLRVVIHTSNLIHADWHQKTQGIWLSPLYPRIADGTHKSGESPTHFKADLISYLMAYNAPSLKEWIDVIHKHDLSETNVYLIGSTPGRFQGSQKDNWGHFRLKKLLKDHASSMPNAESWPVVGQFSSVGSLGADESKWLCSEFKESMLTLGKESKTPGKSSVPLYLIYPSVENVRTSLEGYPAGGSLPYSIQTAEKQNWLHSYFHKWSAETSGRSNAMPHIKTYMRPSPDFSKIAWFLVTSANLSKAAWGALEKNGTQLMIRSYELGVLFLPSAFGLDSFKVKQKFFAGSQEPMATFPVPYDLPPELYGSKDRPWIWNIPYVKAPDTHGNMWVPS
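Signal: AlphaScreen proximity between streptavidin donor and anti-FITC acceptor beads on intact substrate. Reaction: Tdp1 1 nM, substrate 15 nM final, 5 min RT after 15 min compound preincubation.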
* hit, by the source's call; ? = inconclusive; . = not tested or not shown; [ ] = remark or other dose. The call rests on the fitted dose curve; in most records, active means well fitted curve in the direction sought with a large enough effect; inconclusive means small, poorly fitted or top-dose-only effect, or another doubt; inactive means no such curve, though single readings can be large; an effect the other way counts as inactive or inconclusive. On the % scale 0 is the no-effect control and ±100 the full control effect; potency means the concentration at half of the fitted maximal effect. Random draw from the library. About 18% of those tested had a hit in this group.

SMILES | TDP1 cell CPT | DT40 TDP1 no CPT | TDP1 block
N#Cc1ccsc1NC(=O)CSc1nnc(-c2ccccc2)o1 | -21% | -1% | 5%
COc1ccc(CCn2c(=O)c3cccnc3n(CC(=O)Nc3ccc(C)cc3C)c2=O)cc1OC | ? | ? | 0%
O=C(Nc1ccc(S(=O)(=O)Nc2ncccn2)cc1)c1ccccc1NS(=O)(=O)c1ccc(F)cc1 | 11% | 18% | 8%
COc1cccc(NC(=O)Nc2cccnc2)c1 | ? | -1% | .
CC(C)Cc1nc2oc3c(=O)[nH]cnc3c2c2c1CCCC2 | 2% | 2% | 5%
COc1cc2ccccc2cc1C(=O)Nc1nc(C)c(C(C)=O)s1 | 3% | -13% | .
CCOC(=O)c1cc(NC(=O)c2ccccc2)c(=O)n2c1oc1ccccc12 | -13% | ? | 0%
N=C1CCC(=N)c2c1c(O)c1ccccc1c2O | ? | ? | 5%
CCC(=O)N1CCc2cc(Br)cc(S(=O)(=O)N3CCCC(C(=O)NCc4ccc(C)cc4)C3)c21 (configuration not stated) | 16µM* | 16µM* | 5%
C[C@]12CC[C@H](O)CC1=CCC1C2CC[C@@]2(C)C1CC[C@@H]2NC(=O)[C@@H](N)CO (some centres not stated) | -10% | ? | .
COC(=O)c1cc(CSc2nc3ccc(C)cc3[nH]2)oc1C | 16µM* | 18µM* | 5%
COc1ccccc1N1CCN(C(=O)c2ccc(Cn3c(=S)[nH]c4cc5c(cc4c3=O)OCO5)cc2)CC1 | ? | ? | 6%
Cc1nn(Cc2c(F)c(F)c(F)c(F)c2F)c(C)c1NC(=O)c1ccc(COc2ccc(F)cc2)o1 | 16µM* | 21µM* | 1%
Cc1ccc(NC(=O)CSc2nnc(N)s2)c(C)c1 | -3% | 1% | .
Cc1ccc(-c2nc3c(C)cc(Br)cn3c2Cc2ccccc2)cc1 | -10% | ? | .
O=C(NCCc1ccccn1)c1nc(Cn2cc(Br)cn2)no1 | 3% | 9% | 0%[0.0935 µM]
COC(=O)CC(c1ccc(C(C)C)cc1)n1cccc1 (configuration not stated) | -4% | -19% | 3%
COC(=O)c1ccc(COc2ncnc3c(Cl)cc(Cl)cc23)o1 | -11% | -13% | 5%
Cc1cccc(NC(=O)CNC(=O)Cc2ccc(S(=O)(=O)N3CCOCC3)s2)c1C | 1% | 0% | 0%
COc1ccc(C2C=C(c3ccc(Br)cc3)Nc3nnnn32)c(OC)c1 (configuration not stated) | -98% | 23µM* | 4%
COc1ccccc1C(=O)N/C(=C\c1cn(C)c2ccccc12)C(=O)NCCCN1CCOCC1 | -6% | ? | 1%
COc1ccc(C(=O)NC(=S)Nc2ccc3oc(=O)ccc3c2)cc1OC | -6% | -16% | 0%
Cc1cc(C)n(C(CC(=O)N2CCc3ccccc3C2)C(=O)O)n1 (configuration not stated) | -14% | -10% | 6%
O=C(CC1SC(=O)N(c2ccccc2)C1=O)Nc1ccc(Br)cc1 (configuration not stated) | 2.6µM* | 5.8µM* | 2%
COCCNS(=O)(=O)c1ccc(F)c(OC)c1 | -10% | 2% | 2%
CCOC(=O)c1c(C)c(C(=O)NCCN2CCOCC2)c(C)n1C | -8% | -1% | 5%
CCC1Nc2ncnc(N3CCCCC3)c2N(Cc2ccc(Br)cc2)C1=O (configuration not stated) | ? | -26% | .
Cc1ccc(CN(Cc2ccco2)C(=O)c2oc3ccc(C)cc3c2C)cc1 | ? | 15µM* | 4%
CC1CCCN(S(=O)(=O)c2ccc(S(=O)(=O)NC(C)c3cccs3)cc2)C1 (configuration not stated) | ? | ? | -8%
CCOC(=O)[C@]12CCCC=C1N(CCC1=CCCCC1)C(=O)[C@H](CC(=O)NCCCOC)C2 | 15µM* | 21µM* | .
COc1ccc2c(c1)CCc1cnc(-n3ncc(C(=O)NC4CCOC4)c3C3CC3)nc1-2 (configuration not stated) | -8%[9.04 µM] | ? | .
Cc1ccc(N=Nc2c(N)[nH]n3c(=O)cc(-c4ccccc4)nc23)cc1 | ? | 15µM* | 11%
CC(C)CC(NC(=O)C(CC(C)C)NC(=O)C(Cc1ccc(OCc2ccccc2)cc1)NC(=O)OC(C)(C)C)C(N)=O (configuration not stated) | ? | ? | 4%
CC(C)(C)OC(=O)N[C@@H](C(=O)OC(C)(C)C)c1ccccc1 | ? | ? | -2%
O=C(Nc1ccc(Oc2cccnc2)cc1)c1ccccc1F | ? | ? | 6%
Cc1nc2nc[nH]n2c(=O)c1C/C=C/c1ccccc1 | 12% | -2% | 8%
COC(=O)C1=C(C)Nc2c(c(=O)n(C)c(=O)n2C)C1c1ccc(Cl)cc1 (configuration not stated) | -16% | ? | -6%
Cc1ccc(/C=N/n2c(-c3ccc(Cl)cc3)n[nH]c2=S)o1 | 1% | 0% | -1%
Cc1c(C#N)c(O)n(CCO)c(=O)c1N=Nc1ccc(S(N)(=O)=O)cc1 | -29% | 9% | 4%
CCC(C(=O)OCC(=O)Nc1cc(OC)ccc1OC)c1ccccc1 (configuration not stated) | 9% | 13% | 0%
CC1Cc2ccccc2N1S(=O)(=O)c1cccc(C(=O)N2CCN(c3ncccn3)CC2)c1 (configuration not stated) | ? | ? | 2%
COc1ccc(C(=O)C2CC2c2ccc3c(c2)OCO3)cc1 (configuration not stated) | -24% | -23% | -9%
CCc1ccc(N/C(SCc2ccccc2C)=C(/C#N)C(=O)NCc2ccco2)cc1 | ? | ? | 6%
Cc1ccc2ncc(NC(=O)c3ccc(F)cc3)c(=O)n2c1 | -13% | -4% | 0%
C[n+]1ccc(/C=C/c2cccs2)cc1 | -19% | -14% | 5%
O=C(CN1C(=O)COc2ccccc2C1=O)c1ccc2c(c1)OCCO2 | 3% | 2% | 0%
COc1cccc(C(=O)CC(C(=O)O)c2ccc(Cl)cc2)c1 (configuration not stated) | -2% | 20% | .
O=c1[nH]c2c(c(=O)[nH]1)CCCCCC2 | 9% | -2% | .
COc1ccc([C@H]2CN(c3ccc(OC)cc3)C(=O)[C@@H]2CC(=O)Nc2ccc(Br)cc2)cc1 | ? | ? | .
CCOC(=O)CN1C(=O)N(CC)C(C)=C(C(=O)OC)[C@@H]1c1ccccc1 | -1% | -13% | 11%[21 µM]

The list continues.
SMILES | TDP1 cell CPT | DT40 TDP1 no CPT | TDP1 block
COC(=O)C1(C(=O)OC)NOC2C(=O)N(c3ccc(Cl)cc3Cl)C(=O)C21 (configuration not stated) | 6% | -15% | 3%
CCCCN1C(=O)C(CC(=O)NC(c2ccccc2)c2ccccc2)CC(C(=O)N(C)C)=C1C (configuration not stated) | -10% | 4% | .
Cc1cccc(NC(=O)c2cn(-c3ccccc3)nc2-c2ccccc2)c1 | ? | 16µM* | 1%
O=C(Cn1nc([N+](=O)[O-])nc1Br)NC1CCCCC1 | -4% | 0% | -9%
CCN(CC)CCOC(=O)c1ccc(NC(=O)CCNC(=O)Cn2ccc3ccccc3c2=O)cc1 | -14% | -15% | 0%
CN(Cc1ccccc1)C(=O)C1CCCN(Cc2ccc(Cl)cc2)C1 (configuration not stated) | -95% | 26µM* | -4%
COc1ccc(N2C(=O)CC(S/C(N)=N/N=C(\C)c3cccs3)C2=O)cc1 (configuration not stated) | 11% | ? | 3%
O=C(N1CCCCCC1)N1CCN(C(=O)N2CCOCC2)CC1 | 2% | -6% | 4%
O=C(CCNC(=O)C1CCN(S(=O)(=O)c2ccc(F)cc2)CC1)NCCc1cccc(F)c1 | -13% | 0% | 2%
COC(=O)[C@]12CCCCC=C1N(Cc1cccc3ccccc13)C(=O)[C@H](CC(=O)NCc1cccs1)C2 | ? | ? | .
O=C(O)CSc1nnc(-c2ccc(Cl)cc2Cl)n1-c1ccc(Cl)cc1 | 1% | 4% | .
O=C1OC(NC(=O)c2ccccc2)C(n2cc(CO)nn2)=C1Cl (configuration not stated) | ? | ? | -5%
O=C(NCc1cccs1)c1ccc([N+](=O)[O-])cc1 | ? | ? | 2%
O=C1c2ccccc2NC(c2ccccc2)N1CCCN1CCOCC1 (configuration not stated) | 8% | -11% | -8%
COC(=O)c1ccc(COc2cc(C)ccc2C)o1 | 1% | -2% | .
Cc1ccc(Cl)cc1N1CCN(C(=O)CN(C2CCCCC2)S(C)(=O)=O)CC1 | 15µM* | 8.2µM* | -1%
C=CCn1c(SCc2nc3ccccc3c(=O)[nH]2)nc2sc3c(c2c1=O)CCCC3 | ? | ? | 0%
CC1CC(C)CN(c2ccc([N+](=O)[O-])nc2)C1 (configuration not stated) | 8% | -6% | 3%
Cc1ccc(Cn2c(SCC(C)C)nc3c2c(=O)n(C)c(=O)n3C)cc1 | 26µM* | 26µM* | 1%
C[C@H](NC(=O)c1ccccc1Cl)C(=O)OC(C(=O)Nc1cc(C(F)(F)F)ccc1Cl)c1ccccc1 (some centres not stated) | -13% | -25% | 6%
O=C(CCC(=O)c1cccs1)NNC(=O)c1ccc(Cl)cc1 | -15% | 12% | 0%
CCCn1c(SCC(=O)NCCc2ccccc2)nnc1-c1ccccn1 | ? | -20% | 3%
c1ccc2[nH]c(-c3ccc4c(c3)OCO4)nc2c1 | ? | 18µM* | .
Cc1cnc(NC(=O)c2cc3c(C)nn(-c4ccccc4)c3s2)s1 | ? | ? | 4%
CCC1(c2ccccc2)NC(=O)N(CC(=O)N(C)Cc2c(F)cccc2Cl)C1=O (configuration not stated) | -9% | -12% | 8%
COc1ccc(CNC(=O)c2ccc(-c3nc(CSc4ccccc4)c(C)o3)cc2)cc1OC | -20% | -20% | -3%
COc1cc(/C=C2\SC(=O)NC2=O)ccc1Oc1cnccn1 | -17% | -9% | .
Cc1c(Cl)cccc1NC(=O)c1ccc2c(c1)nnn2C1CCCC1 | 2.6µM* | 2.6µM* | 0%
O=C(NCCO)C1CCN(S(=O)(=O)c2ccc(F)cc2)CC1 | 3% | 5% | 4%
Cc1ccc(CN2C(=O)c3ccccc3Sc3ccc(C(=O)NC4CCCCC4)cc32)cc1 | -2% | -18% | 0%
CCn1cc(C(=O)NCC(=O)NCCCN2CCOCC2)c(=O)c2cc3c(cc21)OCO3 | 3% | 19% | 2%
O=C(CSc1nnc(-c2ccncc2)o1)Nc1cccc(Cl)c1 | 1% | -5% | 2%
COc1cccc(NC(=S)N2CCN(Cc3ccccc3)CC2)c1 | -11% | -28% | 3%

A section from further up, for reference:
SMILES | TDP1 cell CPT | DT40 TDP1 no CPT | TDP1 block
O=C1OC(NC(=O)c2ccccc2)C(n2cc(CO)nn2)=C1Cl (configuration not stated) | ? | ? | -5%
O=C(NCc1cccs1)c1ccc([N+](=O)[O-])cc1 | ? | ? | 2%
O=C1c2ccccc2NC(c2ccccc2)N1CCCN1CCOCC1 (configuration not stated) | 8% | -11% | -8%
COC(=O)c1ccc(COc2cc(C)ccc2C)o1 | 1% | -2% | .
Cc1ccc(Cl)cc1N1CCN(C(=O)CN(C2CCCCC2)S(C)(=O)=O)CC1 | 15µM* | 8.2µM* | -1%
C=CCn1c(SCc2nc3ccccc3c(=O)[nH]2)nc2sc3c(c2c1=O)CCCC3 | ? | ? | 0%
CC1CC(C)CN(c2ccc([N+](=O)[O-])nc2)C1 (configuration not stated) | 8% | -6% | 3%
Cc1ccc(Cn2c(SCC(C)C)nc3c2c(=O)n(C)c(=O)n3C)cc1 | 26µM* | 26µM* | 1%
C[C@H](NC(=O)c1ccccc1Cl)C(=O)OC(C(=O)Nc1cc(C(F)(F)F)ccc1Cl)c1ccccc1 (some centres not stated) | -13% | -25% | 6%
O=C(CCC(=O)c1cccs1)NNC(=O)c1ccc(Cl)cc1 | -15% | 12% | 0%
CCCn1c(SCC(=O)NCCc2ccccc2)nnc1-c1ccccn1 | ? | -20% | 3%
c1ccc2[nH]c(-c3ccc4c(c3)OCO4)nc2c1 | ? | 18µM* | .
Cc1cnc(NC(=O)c2cc3c(C)nn(-c4ccccc4)c3s2)s1 | ? | ? | 4%
CCC1(c2ccccc2)NC(=O)N(CC(=O)N(C)Cc2c(F)cccc2Cl)C1=O (configuration not stated) | -9% | -12% | 8%
COc1ccc(CNC(=O)c2ccc(-c3nc(CSc4ccccc4)c(C)o3)cc2)cc1OC | -20% | -20% | -3%
COc1cc(/C=C2\SC(=O)NC2=O)ccc1Oc1cnccn1 | -17% | -9% | .
Cc1c(Cl)cccc1NC(=O)c1ccc2c(c1)nnn2C1CCCC1 | 2.6µM* | 2.6µM* | 0%
O=C(NCCO)C1CCN(S(=O)(=O)c2ccc(F)cc2)CC1 | 3% | 5% | 4%
Cc1ccc(CN2C(=O)c3ccccc3Sc3ccc(C(=O)NC4CCCCC4)cc32)cc1 | -2% | -18% | 0%
